# Compound activity from PubChem.
# RGS12 GoLoco inh – qHTS Assay for Inhibitors of RGS12 GoLoco Motif Activity (Red Fluorophore); hit rate 0.44% among 230,000; Guanine nucleotide-binding protein G(i) subunit alpha-1 (Homo sapiens), P63096; Gai1:RGS12 GoLoco peptide FP, rhodamine, 10 min; AID 880, 2007; Potency, µM (top dose mostly 61.6 µM), for inactives: top-dose activity, negative = inhibition, usual class: inhibitors; active means well fitted inhibition curve with a large enough effect, not every such curve was filed as active; inactive means no such curve, though single readings can be large or run the other way; further: nearly all actives have a fitted effect of over 30% in size; many of its hits are not listed in these tables
# TR SRC2 fluor cs – Total Fluorescence Counterscreen for Inhibitors of the Interaction of Thyroid Hormone Receptor and Steroid Receptor Coregulator 2. TRb/SRC2 Texas Red total fluorescence interference. Potency, µM (series often up to 106 µM), for inactives: top-dose fluorescence change, negative = quenching. hit rate 0.29% among 280,000. AID 1479, 2009; active means well fitted curve in either direction with a large enough effect; inconclusive means small, poorly fitted or top-dose-only effect
#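 Human TRb ligand-binding domain at 0.6 uM with 20 nM Texas Red SRC2 peptide in Tris buffer containing 1 uM T3 and 5% DMSO, incubated with compound 5 h at ambient temperature. Total fluorescence (555/632 nm) calculated as parallel + 2 × perpendicular.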
# TRb-SRC2 inh – qHTS for Inhibitors of the Interaction of Thyroid Hormone Receptor and Steroid Receptor Coregulator 2; Potency, µM (top dose mostly 106 µM), for inactives: top-dose activity change, negative = inhibition, actives largely listed as inhibitors; AID 1469, 2008; TRbeta-SRC2 peptide binding, fluorescence polarization; receptor liganded with 1 µM T3; Thyroid hormone receptor beta (Homo sapiens), P10828; hit rate 0.065% among 280,000;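 further: plate controls were bound peptide for no effect and peptide without receptor for full effect; nearly all actives have a fitted effect of over 50% in size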
#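 Binding of a 20-amino-acid Texas Red SRC2 peptide (20 nM) to TRb ligand-binding domain (0.6 uM) with agonist T3 at 1 uM was followed by fluorescence polarization after a 5 hr room-temperature incubation.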
# Tau FP inhib – qHTS for Inhibitors of Tau Fibril Formation, Fluorescence Polarization | Microtubule-associated protein tau (Homo sapiens), P10636 | Potency, µM (highest dose often 57.7 µM), for inactives: at the highest dose activity, negative = inhibition, most hits filed as inhibitors | K18 P301L tau heparin fibrillization, Alexa594 FP, 6 h | hit rate 0.39% among 280,000; further: nearly all actives have a fitted effect of over 55% in size
# Target sequence (P10636 561-689 P618L limits assumed): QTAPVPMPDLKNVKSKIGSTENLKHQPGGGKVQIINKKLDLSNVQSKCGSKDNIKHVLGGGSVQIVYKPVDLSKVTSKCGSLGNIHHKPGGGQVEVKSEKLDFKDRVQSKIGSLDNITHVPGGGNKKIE
#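 K18 P301L tau (15 uM unlabeled/0.24 uM Alexa 594-labeled, final) + compound + heparin 20 uM final; 100 mM NaOAc pH 7; 6 hr 37 C; ThT 30 uM final added, 1 hr RT; FP ex 555/em 632 nm.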
# Tau ThT inhib – qHTS for Inhibitors of Tau Fibril Formation, Thioflavin T Binding | Microtubule-associated protein tau (Homo sapiens), P10636 | recombinant tau K18 P301L, heparin-induced fibrillization, ThT fluorescence | Potency, µM (titrated, usually from 57.4 µM), without a hit: at the highest dose activity, negative = inhibition, hits mostly inhibitors | hit rate 2.1% among 270,000 | AID 1460, 2008; further: nearly all actives have a fitted effect of over 55% in size
#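 Fibril formation assay: tau K18 P301L at 15 uM with trace Alexa 594 label, heparin inducer 20 uM, pH 7 sodium acetate buffer, 37 C for 6 hr; endpoint ThT signal.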
# RECQ1 inh – qHTS Assay for Inhibitors of RecQ-Like Dna Helicase 1 (RECQ1); AID 2549, 2010; RECQ1 DNA unwinding, red fluorescence kinetic read; Potency, µM (highest dose often 57.3 µM), without a hit: top-dose activity, negative = inhibition, usual class: inhibitors; hit rate 0.54% among 240,000; ATP-dependent DNA helicase Q1 (Homo sapiens), P46063;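 further: plate controls were vehicle for no effect and no enzyme for full effect; nearly all actives have a fitted effect of over 30% in size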
# Target sequence (P46063 whole entry, looked up): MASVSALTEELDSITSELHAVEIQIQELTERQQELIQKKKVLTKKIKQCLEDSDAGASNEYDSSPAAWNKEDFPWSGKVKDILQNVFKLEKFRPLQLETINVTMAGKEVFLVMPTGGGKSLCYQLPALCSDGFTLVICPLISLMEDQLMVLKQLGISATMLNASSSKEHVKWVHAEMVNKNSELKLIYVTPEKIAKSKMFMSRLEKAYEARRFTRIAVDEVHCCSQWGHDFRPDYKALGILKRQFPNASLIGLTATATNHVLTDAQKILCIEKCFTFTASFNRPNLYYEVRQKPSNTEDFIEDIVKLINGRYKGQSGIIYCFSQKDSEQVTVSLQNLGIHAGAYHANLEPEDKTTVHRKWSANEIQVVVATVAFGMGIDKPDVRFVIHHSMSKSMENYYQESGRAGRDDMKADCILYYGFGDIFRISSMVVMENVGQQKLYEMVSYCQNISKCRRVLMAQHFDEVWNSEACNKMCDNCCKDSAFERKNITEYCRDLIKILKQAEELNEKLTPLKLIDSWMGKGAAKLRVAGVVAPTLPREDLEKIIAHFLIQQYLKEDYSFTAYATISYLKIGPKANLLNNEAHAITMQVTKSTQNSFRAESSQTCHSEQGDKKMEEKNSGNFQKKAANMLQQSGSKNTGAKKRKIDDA
#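 50 nM RECQ1T1 preincubated 15 min with compound in Tris pH 8.0 buffer with MgCl2, DTT, Tween-20 and 2.5 ug/ml poly(dI-dC); started with 200 nM TAMRA/BHQ-2 forked duplex and 2 mM ATP. Unwinding read as fluorescence (525/598 nm), two reads 2 h apart.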
# L3MBTL1 inh – qHTS Assay for the Inhibitors of L3MBTL1. hit rate 0.66% among 230,000. AlphaScreen L3MBTL1–H3K9me1 peptide binding. Potency, µM (highest dose often 57.1 µM), for the others: at the top dose activity, negative = inhibition, most hits filed as inhibitors. Lethal(3)malignant brain tumor-like protein 1 (Homo sapiens), Q9Y468; further: nearly all actives have a fitted effect of over 60% in size
#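 Displacement of a biotinylated histone H3(1-15) peptide monomethylated at Lys9 (75 nM) from L3MBTL1 (50 nM) was measured by AlphaScreen after a 30 min room-temperature compound incubation; cefsulodin titration served as intraplate control.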
# JMJD2E inh – qHTS Assay for Inhibitors of Human Jumonji Domain Containing 2E (JMJD2E); Lysine-specific demethylase 4E (Homo sapiens), B2RXH2; JMJD2E catalytic domain, FDH-coupled NADH fluorescence (FDH is formaldehyde dehydrogenase); Potency, µM (top dose mostly 57.1 µM), for inactives: top-dose activity change, negative = inhibition, actives largely listed as inhibitors; hit rate 1.6% among 230,000; active means well fitted inhibition curve with a large enough effect, not every such curve was filed as active; inconclusive means small, poorly fitted or top-dose-only effect, or another doubt; inactive means no such curve, though single readings can be large or run the other way;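 further: 0% = wells with enzyme and -100% = buffer wells without enzyme; nearly all actives have a fitted effect of over 50% in size; many of its hits are not listed in these tables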
# Target sequence (B2RXH2 1-337 limits assumed): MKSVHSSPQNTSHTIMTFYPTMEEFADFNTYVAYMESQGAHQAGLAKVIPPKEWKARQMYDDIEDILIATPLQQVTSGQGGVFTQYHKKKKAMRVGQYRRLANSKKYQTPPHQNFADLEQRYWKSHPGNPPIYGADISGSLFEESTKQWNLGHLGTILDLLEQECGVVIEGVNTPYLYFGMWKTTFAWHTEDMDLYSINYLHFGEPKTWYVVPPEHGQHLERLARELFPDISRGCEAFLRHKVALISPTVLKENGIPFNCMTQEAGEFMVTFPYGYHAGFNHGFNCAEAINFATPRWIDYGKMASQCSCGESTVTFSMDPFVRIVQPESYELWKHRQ
# Numbers without * were called inactive; i = inactive; ? = inconclusive; · = no result given; [ ] = dose if it differs, or a comment. Unless noted, the call rests on the fitted dose curve; in most records, active means well fitted curve in the direction sought with a large enough effect; inconclusive means small, poorly fitted or top-dose-only effect, or another doubt; inactive means no such curve, though single readings can be large; an effect the other way counts as inactive or inconclusive. Unless noted, on the % scale 0 is the no-effect control and ±100 the full control effect; potency means the concentration at half of the fitted maximal effect.
SMILES,RGS12 GoLoco inh,TR SRC2 fluor cs,TRb-SRC2 inh,Tau FP inhib,Tau ThT inhib,RECQ1 inh,L3MBTL1 inh,JMJD2E inh
COc1ccc(OCCC(=O)OCC(=O)Nc2ccc(S(=O)(=O)N3CCOCC3)cc2)cc1,3%,-3%,1%,-6%,-2%,7%,7%,1%
O=C(NC1CCCCC1)NC1CCN(S(=O)(=O)Cc2ccccc2)CC1,4%,-3%,6%,-2%,-8%,3%,6%,4%
CC(c1ccco1)N(C(=O)c1ccc(Cl)s1)c1ccccn1 (stereo unspecified),-12%,0%,4%,1%,2%,27%,-4%,6%
CCCCCn1c(-c2cccc(C)c2)nc2ccccc21,·,-2%,3%,-5%,-15%,·,·,·
CS/C(=N\S(=O)(=O)c1cccs1)Nc1ccc(N2CCOCC2)cc1,24%,-4%,4%,9%,-8%,-12%,-2%,?
CCOc1ccc(Cl)cc1CNCCNCCO,7%,2%,-15%,-3%,-1%,i,-1%,10%
O=C(NNS(=O)(=O)c1ccccc1C(F)(F)F)c1cc2ncc(C(F)(F)F)cc2s1,2%,0%,-5%,9%,-8%,5%,3%,21%
CC#C[C@@]1(O)CC[C@H]2[C@@H]3CCC4=CC(=O)CCC4=C3[C@H](c3ccc(N(C)C)cc3)C[C@]21C,-22%[21.6 µM],-8%[53 µM],-4%[53 µM],·,·,-4%[25.9 µM],·,0%[25.5 µM]
COc1ccccc1NC(=O)CCC(=O)OCc1cccc([N+](=O)[O-])c1,6%,-1%,-6%,-4%,1%,i,6%,9%
Cc1ccc(-n2nnnc2SCC#N)cc1,14%,0%,2%,4%,7%,-1%,-4%,-2%
Cc1oc(-c2ccc(C(=O)Nc3ccccc3F)cc2)nc1COc1ccccc1,·,-2%,0%,-7%,4%,·,·,·
O=C1NNC(c2ccccc2)=N/C1=C\c1ccccc1,11%,-2%,-2%,-6%,-26%,-6%,4%,1%
Clc1cccc(CN2COc3c(cc(Cl)c4cccnc34)C2)c1,7%,-5%,4%,-1%,?,-5%,-15%,?
O=C(Nc1nnc(-c2ccc(Cl)cc2)o1)C1=COCCO1,4%,-2%[53 µM],-4%[53 µM],1%,0%,0%,-16%,-2%
CCC(=O)NCCNc1nc2cc(C)cc(C)c2cc1C#N,-9%,-3%,8%,3%,-3%,i,9%,?
O=C(OC(C(=O)NC1CCCC1)c1cccnc1)C1=Cc2ccccc2OC1 (stereo unspecified),5%,0%,1%,-1%,6%,-8%,1%,?
Oc1ccc(Cl)cc1-c1cc(C(F)(F)C(F)F)nc(-c2ccccc2)n1,-16%,0%,-9%,-15%,4%,i,·,-3%
CCOC(=O)Cn1nc(C)c(NC(=O)COc2ccccc2[N+](=O)[O-])c1C,-5%,-2%,-3%,2%,-8%,1%,-6%,-17%
Cc1ccc(N2CC(C(=O)Nc3ccc(C)c(S(=O)(=O)N(C)C)c3)CC2=O)cc1 (stereo unspecified),96%[activator],6%,11%,-2%,7%,-5%,-21%,5%
CC1CC(C)CN(C(=O)COC(=O)CNS(=O)(=O)/C=C/c2ccccc2)C1 (stereo unspecified),6%,1%,-8%,-4%,-2%,5%,·,3%
c1ccc(Cn2nnnc2C(c2ccccn2)N2CCOCC2)cc1 (stereo unspecified),6%,1%,0%,3%,6%,i,12%,5%
N#Cc1ccc(/C=N/NC(=O)CCc2ccc(S(=O)(=O)N3CCOCC3)cc2)cc1,-5%,1%,0%,6%,0%,-10%,-2%,0%
CSc1ccccc1NC(=O)C1C2CCC(C2)C1C(=O)O (stereo unspecified),6%,-1%,-2%,-3%,-10%,-3%,-5%,5%
ClCc1csc(-c2ccc(Cl)cc2)n1,2%,-5%,-7%,1%,-11%,-7%,15%,-28%
CCCc1cc2c(=O)c(-c3ccc4c(c3)OCCO4)c(C)oc2cc1OS(C)(=O)=O,171%[activator],0%,4%,9%,?,-1%,-7%,5%
CSc1ccccc1NC(=O)CN(Cc1ccc(Cl)cc1)S(C)(=O)=O,-10%,0%,1%,2%,-3%,-5%,-5%,-8%
COc1ccc(S(=O)(=O)Nc2ccc(-c3cn4ccsc4n3)cc2)cc1C,·,-2%,2%,?,-13%,·,·,·
CC(=O)N/N=C(\C)C1COc2ccccc2O1 (stereo unspecified),-4%,2%,1%,-6%,-15%,1%,0%,8%
COCCn1c(=NC(=O)c2ccccc2[N+](=O)[O-])sc2cc(S(C)(=O)=O)ccc21,-2%,-19%,3%,-1%,-8%,0%,-4%,4%
Cn1c(=O)c([N+](=O)[O-])c(-n2ccnc2)c2ccccc21,9%,-7%,-8%,-5%,?,-1%,-29%,-29%

# Another view of part of the listing above.
# The line under a structure holds: RGS12 GoLoco inh	TR SRC2 fluor cs	TRb-SRC2 inh	Tau FP inhib	Tau ThT inhib	RECQ1 inh	L3MBTL1 inh	JMJD2E inh
> CCOC(=O)Cn1nc(C)c(NC(=O)COc2ccccc2[N+](=O)[O-])c1C
→ -5%	-2%	-3%	2%	-8%	1%	-6%	-17%
> Cc1ccc(N2CC(C(=O)Nc3ccc(C)c(S(=O)(=O)N(C)C)c3)CC2=O)cc1 (stereo unspecified)
→ 96%[activator]	6%	11%	-2%	7%	-5%	-21%	5%
> CC1CC(C)CN(C(=O)COC(=O)CNS(=O)(=O)/C=C/c2ccccc2)C1 (stereo unspecified)
→ 6%	1%	-8%	-4%	-2%	5%	·	3%

# (cont.)
SMILES,RGS12 GoLoco inh,TR SRC2 fluor cs,TRb-SRC2 inh,Tau FP inhib,Tau ThT inhib,RECQ1 inh,L3MBTL1 inh,JMJD2E inh
C=CCC(Nc1ccc(OC)cc1)(C(=O)OCC)c1ccccc1 (stereo unspecified),2%,2%,5%,0%,-4%,-1%,·,0%
COC(=O)Nc1nc(C)c(C(=O)N(C)C)s1,6%,-2%,-1%,-16%,-12%,i,-5%,6%
Cc1ccc(OCC(=O)Nc2ccc3[nH]c(=O)sc3c2)cc1,·,-1%,-3%,-14%,-18%,·,·,·
CCSc1ncc(Cl)c(C(=O)Nc2c(C(=O)c3ccc(C)c(F)c3)oc3ccccc23)n1,·,4%,-8%,-1%,-17%,·,·,·
Cc1cc(Br)ccc1NC(=O)CNC(=O)CN(C)Cc1nc2ccccc2c(=O)[nH]1,8%,-6%,0%,?,4%,-3%,7%,-2%
Cc1ccc(C#N)c(SCc2nnc(-c3ccc(Cl)cc3)o2)n1,10%,-4%,-6%,-1%,?,i,7%,?
CCN(CC)S(=O)(=O)c1ccc(S(=O)(=O)N(Cc2ccccn2)Cc2ccco2)cc1,6%,0%,-1%,1%,1%,-20%,-4%,3%
O=S1(=O)N=C(N(Cc2cccs2)c2ccc(O)cc2)c2ccccc21,4%,-3%,3%,-2%,-6%,i,-13%,3%
COCCCNc1ncnc2c1c(-c1ccccc1)cn2-c1ccc(C)c(Cl)c1,·,0%,1%,7%,-7%,·,·,·
Cc1cccc(C)c1NC(=O)[C@H](C)N,-17%[21.6 µM],-2%[53 µM],-1%[53 µM],·,·,-2%[25.9 µM],·,-1%[25.5 µM]
CCOC(=O)c1cccc(-n2c(C)nc3ccccc3c2=O)c1,·,-3%,3%,-2%,-16%,i,2%,-15%
COC(=O)[C@@H]1CCCN1Cc1nc(Cc2ccc(OC)c(OC)c2)no1,8%,-3%,2%,3%,-5%,-7%,?,-2%
Cc1ccc(Cl)cc1NC(=O)CCS(=O)(=O)c1ccc2c(c1)n(C)c(=O)c(=O)n2C,·,0%,-4%,-5%,?,·,·,·
Cc1ccc2nc(NCc3ccco3)c(C=NCc3ccco3)c(=O)n2c1,16%,-2%,0%,-6%,?,?,?,?
Cc1cc(C(F)(F)F)n(-c2nc(C(=O)Nc3cccnc3)cs2)n1,-6%,-6%,-9%,-8%,-4%,i,-7%[11.4 µM],-9%
COC(C(=O)Nc1ccc(Br)cc1F)c1ccccc1 (stereo unspecified),3%,-5%,-5%,-7%,-10%,i,44%[activator][11.4 µM],-11%
CCn1c(O)c(N=NC(=O)Cn2ccc(C(F)(F)F)n2)c2ccccc21,-7%,-8%,-18%,3%,7%,i,20%,5%
O=C(N/N=C/C(Br)=C/c1ccccc1)NC1CCCCC1,21%,-3%,-4%,-5%,-6%,i,-10%[2.29 µM],-5%
Cc1c(C(=O)NCc2ccc(Cl)cc2)sc2nc3n(c(=O)c12)CCCCC3,·,?,7%,-7%,-14%,·,·,·
Cc1cc(C)cc(OCC(=O)NCc2nc(-c3ccccc3)no2)c1,-6%,0%,9%,-2%,-11%,-3%,12%,7%
O=S(=O)(c1ccc(Cl)cc1)c1nnn2c1nc(NCc1ccc3c(c1)OCO3)c1sccc12,·,0%,8%,-19%,-2%,·,·,·
Cc1nc(N2CCOCC2)nc2c1CCCC2,14%,1%,1%,0%,-16%,-11%,·,?
CCOc1ccc(Cn2c(CNS(=O)(=O)c3cccs3)nc3cccnc32)cc1,·,2%,-1%,0%,-7%,·,·,·
Cc1ccc(CSc2nc3ccncc3[nH]2)cc1,1%,-3%,-2%,3%,-5%,-7%,·,-6%
CC#CCCCC(=O)Nc1ccccc1C(=O)O,0%,1%,-15%,-1%,-7%,9%,-3%,?
O=C(CSc1nnc(-c2cccs2)n1Cc1ccco1)c1ccc2c(c1)OCO2,8%,3%,2%,6%,?,i,-27%,-4%
CCOC(=O)C1(Cc2ccccc2)CCN(Cc2cnc(N3CCOCC3)s2)CC1,-2%,-5%,-1%,1%,-7%,i,-8%,7%
Clc1ccc(Oc2nnnn2-c2ccccc2)cc1,7%,2%,-2%,-7%,-12%,i,12%,8%

# A portion of the library; the hit share may differ from the screen's.
